TTR transcr act – increases transthyretin transcription; AID 1117267; 1.3% of 92,000 active; SH-SY5Y TTR promoter Gaussia luciferase, luminescence; 100% = recombinant luciferase protein wells; activation, % at 16.7 µM;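 active = activation above the mean of all tested compounds plus 3 SD, cut at about 9.5% in these data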;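 note: cells exposed to compounds for one day before reading; 0% = median of all test compound wells on the plate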
An asterisk follows results filed as active. The list is partial; rates above refer to the full screens.

SMILES,TTR transcr act
N#CC1=C(N)NC(SCC(=O)c2ccc(Br)cc2)=C(C#N)C12CCCCC2,-2.6
CN1OC[C@@H]2CN(Cc3ccc4c(c3)OCO4)[C@H](c3ccc(N4CCCCC4)cc3)C[C@@H]21,-1.5
CC(C)OC(=O)C1C(=O)CC(C)(O)C(C(=O)OC(C)C)C1c1cccnc1 (stereo not drawn),12*
CN1CCN(CCCNC(=S)Nc2ccc(F)c(Cl)c2)CC1,0.1
Cc1cc(/C=C2/SC(=S)N(c3cccc(Cl)c3)C2=O)c(C)n1-c1cccnc1,-5.4
Cc1nn2c(NC(C)C)c3c(nc2c1-c1ccccc1)CCC3,-1.0
Cc1nc2c(-c3ccc(F)cc3)c(C)nn2c(N2CCOCC2)c1C,4.1
COc1ccccc1-c1sc2ccccc2c1C#CC1(O)CCCCC1,1.2
O=C(N/N=C/c1ccco1)c1cc(-c2ccccc2)n[nH]1,-0.2
COc1cccc(/C(O)=C2/C(=O)C(=O)N(CCCN3CCOCC3)C2c2ccncc2)c1 (stereo not drawn),1.0
Cc1nn(Cc2c(Cl)cccc2Cl)c(C)c1NC(=O)c1sc2ccccc2c1Cl,-0.6
Cn1c(SCC(=O)c2ccccc2)nnc1C1COc2ccccc2O1 (stereo not drawn),-1.0
COc1ccc(C(C)=O)cc1CN1CCCCC1,1.1
Cc1nc(S(=O)(=O)Nc2ccccc2C(=O)NCC2CC2)cn1C,3.9
Cc1cc(Cl)cc(Cl)c1OCC(=O)NCc1ccco1,-1.1
COc1cccc(NC(=O)N(CCN(C)C)C(C)c2cccnc2)c1 (stereo not drawn),0.7
O=C(N/N=C/c1ccccn1)c1ccco1,2.8
Cc1nc(=O)c(-c2ccccc2)c(C)n1-c1ccc(Br)cc1,2.4
COc1ccc(NC(=O)Cn2c(=O)n(CC3CCCO3)c(=O)c3ccccc32)c(OC)c1 (stereo not drawn),0.8
Cc1ccc(C2C(C(=O)c3ccco3)=C(O)C(=O)N2c2ncccn2)cc1 (stereo not drawn),0.9
CCCC(=O)Nc1ccc(C(=O)N2CCCC2)cc1,4.2
O=C(COC(=O)c1ccc[nH]c1=O)Nc1cc(S(=O)(=O)N2CCCCCC2)ccc1Cl,0.6
COc1ccc(C(=O)NNC(=O)c2ccccn2)cc1,2.0
COc1ccc(OCC(=O)N2CCN(C(=O)c3cccc(F)c3)CC2)cc1,-3.2
Clc1nc(-c2ccccc2)ncc1Oc1ccccc1,0.1

Four entries from above in another layout:
> N#CC1=C(N)NC(SCC(=O)c2ccc(Br)cc2)=C(C#N)C12CCCCC2
  TTR transcr act = -2.6

> CN1OC[C@@H]2CN(Cc3ccc4c(c3)OCO4)[C@H](c3ccc(N4CCCCC4)cc3)C[C@@H]21
  TTR transcr act = -1.5

> CC(C)OC(=O)C1C(=O)CC(C)(O)C(C(=O)OC(C)C)C1c1cccnc1 (stereo not drawn)
  TTR transcr act = 12*

> CN1CCN(CCCNC(=S)Nc2ccc(F)c(Cl)c2)CC1
  TTR transcr act = 0.1

Remaining list, next part.
SMILES,TTR transcr act
Cn1c(CNC(=O)c2ccco2)nnc1SCC(=O)Nc1cccc(F)c1,1.5
Cc1cccnc1NC(=O)Nc1cccc(C(F)(F)F)c1,2.3
COc1ccc(C=Nc2cccc3c(=O)[nH][nH]c(=O)c23)c2ccccc12,4.9
C[C@@]12C(=O)NCC(=O)N1[C@@H]1c3cc(Br)ccc3OC[C@@H]1[C@@H]2c1ccccc1,-3.6
CCC(C(=O)Nc1c(C)cccc1C)n1c(-c2ccc(=O)[nH]c2)nc2ccccc21 (stereo not drawn),-0.7
COc1cc(CNCc2ccccn2)ccc1OCc1ccc(Cl)cc1Cl,-0.5
COc1ccc(OC)c(/C=N/NC(=O)c2ccncc2)c1,0.6
CC1CCCCC1NC(=O)CSc1nnc(-c2ccccc2)n1N (stereo not drawn),-0.5
CCCN(CCC)S(=O)(=O)c1cc2c3c(c1)CCN3C(=O)CC2,2.0
CCOC(=O)N/N=C(\C)c1ccc(Br)cc1,1.6
CCOC(=O)N1CCN(c2ncnc3c2[nH]c2ccc(OC)cc23)CC1,-2.5
Oc1ccccc1CN1CCC(C(O)(c2ccccc2)c2ccccc2)CC1,1.6
CC(CC12CC3CC(CC(C3)C1)C2)NCc1ccccc1O (stereo not drawn),-2.2
O=C(NCC1CCCO1)c1cn(-c2ccccc2)nc1-c1ccccc1 (stereo not drawn),-1.4
CC(C)=N/N=C1/NC(=O)C(Cc2ccccc2)S1 (stereo not drawn),-0.7
Cc1ccc(S(=O)(=O)NCC(=O)OCC(=O)NC(=O)c2cccn2C)cc1,2.6
Clc1ccc(N/N=C/c2cccs2)nn1,0.3
Cc1[nH]c(=S)c(C#N)c(-c2ccco2)c1C(=O)N(C)C,-1.1
Cn1c(CCN2CCOCC2)nc2cc(NC(=O)c3cccs3)ccc21,-0.9
CC(C(=O)NCC1CCCCC1)N1CCc2ccccc2C1 (stereo not drawn),0.7
Cc1cc(Cl)ccc1OCC(=O)OCC(=O)N(CC(C)C)c1c(N)n(Cc2ccccc2)c(=O)[nH]c1=O,-1.1
O=C(NC1=NCCS1)c1ccccc1Br,-0.5
Cc1nc(N)nc(COc2ccccc2)n1,0.8
COc1cccc(NC(=O)CN(C)CC(=O)c2c(N)n(Cc3ccccc3)c(=O)n(C)c2=O)c1,-0.7
COc1ccc2c(c1)c(C(=O)CN1CCN(Cc3ccccc3)CC1)c(C)n2C,1.1
COc1ccc(S(=O)(=O)N/N=C\c2ccccc2F)cc1,-1.6
O=C1C2C3c4ccccc4C(c4ccccc43)C2C(=O)N1CN1CCOCC1 (stereo not drawn),1.2
OC(c1ccccc1)C1CN(Cc2ccccc2)CCC1(O)c1ccccc1 (stereo not drawn),-0.5
O=C1C2C3C=CC(C3)C2C(=O)N1c1ncn[nH]1 (stereo not drawn),1.9
CCOc1ccc(N2C(=O)Nc3ccccc3C2(O)C(=O)N2CCN(c3ccccn3)CC2)cc1 (stereo not drawn),-1.3
Cc1oc(S(=O)(=O)N2CCOCC2)cc1C(=O)Nc1ccc(Cl)cc1,-1.7
Cc1cccc(-c2oc3ccccc3c2C#CCCO)c1,0.2
C=CCOC(=O)C1=C(C)NC(SCC(=O)Nc2nccs2)=C(C#N)C1c1cccs1 (stereo not drawn),-4.0
COc1ccc(C2c3ccc(O)cc3Oc3ncn(Cc4ccccc4)c(=N)c32)cc1OC (stereo not drawn),-0.5
CN(C)CCOC(=O)c1sc2ccccc2c1Cl,-1.7
O=S(=O)(Oc1ccccc1-c1ccccc1)c1ccccc1,-0.5
CCCCNC(=O)Cn1cnc2sc(C(=O)OCC)c(C)c2c1=O,5.0
Cc1cccc(NC(=O)CNC(=O)c2cccc(-n3cccc3)c2)c1C,-0.8
O=c1c2ccccc2nc2oc3ccccc3n12,0.7
COC(=O)c1cccc(S(=O)(=O)N2CCC(c3nc4ccccc4o3)CC2)c1,-3.5
CC1(C)CC(=O)C=C(NCC(O)c2ccccc2)C1 (stereo not drawn),1.9
COc1ccc(/C=N/n2cnnc2SCc2ccccc2)cc1,-1.5
O=C(O)Cn1c(COc2ccc(Cl)cc2)nc2ccccc21,0.1
CCOC(=O)c1c(C)c(C(=O)NCCc2ccc(S(N)(=O)=O)cc2)c(C)n1CC,-1.4
O=S(=O)(NCCNS(=O)(=O)c1ccccc1)c1ccccc1,1.0
CCn1nc(NS(=O)(=O)c2ccc(C)cc2)c2cc3ccccc3nc21,-1.1
Cc1cc(NC(=O)/C(C#N)=C/c2ccco2)n(-c2ccccc2)n1,1.5
N#Cc1cccc(OCCCN2CCC(C(O)(c3ccccc3)c3ccccc3)CC2)c1,-1.2
O=C(CSc1cn[nH]n1)Nc1cccc(C(F)(F)F)c1,-0.5
CCCCOc1ccc(CN(CCO)CCO)cc1[N+](=O)[O-],1.7

(listing goes on)
SMILES,TTR transcr act
CCOc1cc(/C=C2/NC(=O)N(CC(=O)OC)C2=O)ccc1OC,-0.9
O=C(O)CSc1nnc(Cc2cccc3ccccc23)n1-c1cc(C(F)(F)F)cc(C(F)(F)F)c1,-1.6
CC(C)c1nnc(-c2ccc(Cl)cc2)c(N(C)C)n1,-2.0
Cc1ccc(OCC(=O)N/N=C/c2c[nH]c3ccccc23)c([N+](=O)[O-])c1,0.5
C[C@H]1C(c2ccccc2F)O[C@]2(C[C@H](O)c3ccccc3O2)C[C@@H]1O (stereo partly drawn),2.7
CC1=Nc2cc(C(=O)NCc3ccco3)ccc2Sc2ccc(C)cc21,1.3
CS(=O)(=O)N(CCc1ccccc1)CC(=O)NCc1ccc(Cl)cc1,0.9
O=C1CCc2cc(S(=O)(=O)NC3CCCCC3)ccc2N1,0.3
C#CCn1c(=NC(=O)CSCC(=O)N2CCOCC2)sc2ccccc21,-0.6
Cc1cccc(CSCC(=O)NCc2ccc(S(N)(=O)=O)cc2)c1,0.9
CCNC(=O)C1(C)CCCN(C(=O)c2ccc3ccccc3n2)C1 (stereo not drawn),1.6
COc1ccccc1C(=O)N/C(=C\c1ccc(Br)cc1)C(=O)NCCO,1.0
CCOc1ccc(NC(=O)c2sc3nc(N4CCOCC4)c4c(c3c2N)CCCC4)cc1,-0.6
O=C(c1ccc(Cn2ccc([N+](=O)[O-])n2)cc1)N1CCN(Cc2ccccc2)CC1,-2.0
CC1=C(C(=O)N(C(C)C)C(C)C)CC(CC(=O)NC2CC2)C(=O)N1Cc1ccc(F)cc1 (stereo not drawn),0.3
Cc1cc(OCC(O)CN2CCN(c3ccccn3)CC2)cc(C)c1Cl (stereo not drawn),-3.3
O=C1ON=C(c2ccccc2)/C1=C\c1ccco1,-0.1
Cc1ncc(CN2CCCC(CCC(=O)NCc3ccccc3F)C2)s1 (stereo not drawn),-0.5
CCNC(=S)Nc1ccc2cn[nH]c2c1,-0.6
Cc1nc2cc(F)ccc2n1C1CCN(C(=O)c2c(F)cccc2F)CC1,-1.9
Cc1cc(C)nc(SCc2ccc(Br)cc2)n1,0.9
CN(/C(=N/S(=O)(=O)c1cccs1)c1ccccc1)c1ccc(O)cc1,0.2
O=C(Nc1nc2ccccc2s1)NC1CCCCC1,0.5
CSC1=NC(C)(C)CC2(C)Nc3ccccc3N12 (stereo not drawn),5.8
CC(OP(=O)(O)C(NC(=O)[C@H](Cc1ccc(O)cc1)NC(=O)OC(C)(C)C)C(C)C)C(=O)O (stereo partly drawn),0.6
NC(=O)c1ccc(CN2CCC(Cc3ccccc3)CC2)cc1,-0.7
COC(=O)c1cc(S(=O)(=O)N2CCCCCC2)cn1C,-0.7
COc1ccccc1CNc1ncnc2cc(OC)c(OC)cc12,2.9
CN1CCN(c2ccc(CNC(=O)C3Cc4c(-c5ccccc5)ccnc4O3)cc2)CC1 (stereo not drawn),1.6
COc1ccc(-c2cn[nH]c2-c2ccc(OCc3ccc([N+](=O)[O-])cc3)cc2O)cc1,-0.4
CCCc1nnc(NC(=O)c2cc(OC)cc(OC)c2)s1,-1.9
Nc1nc(Cl)nc2ccc(Br)cc12,1.0
O=C(Nc1ccc(N2CCOCC2)c(Cl)c1)c1cccnc1Cl,0.7
COc1cc(/C=N/NC2=NCCCCC2)ccc1O,0.1
CC(C)NC(=O)COC(=O)Cn1[nH]c(=O)c2ccccc2c1=O,-2.2
Brc1cccc(CNn2cnnc2)c1,0.0
CC(=O)Nc1ccc(C(=O)Nc2ccc(S(=O)(=O)Nc3nccc(C)n3)cc2)cc1,-0.4
Cc1nnc(NC(=O)CSc2nnc(CCNC(=O)c3ccccc3F)n2C)s1,3.6
Cn1c(SCC(=O)O)nnc1-c1ccc2ncccc2c1,2.3
CC(C)c1ccc(/C=C/C(=O)NC2CCCCC2)cc1,-3.4
Cc1cc(OC(=O)c2cc(Cl)ccc2Cl)c([N+](=O)[O-])c(=O)[nH]1,-1.8
CCN1CCN(c2c(Cl)cccc2NC(=O)c2ccc3nsnc3c2)CC1,-0.4
S=c1[nH]c(-c2ccccc2)cs1,0.9
CC(C)(C)c1ccc(OCC(=O)NCc2ccco2)cc1,-1.0
S=c1[nH]cnc2scc(-c3ccc(Cl)cc3)c12,0.1
COc1ccc(NC(=O)C[C@H]2C(=O)N(c3ccc(OC)cc3)C[C@@H]2C)cc1,0.2
O=C(Cc1ccc(S(=O)(=O)N2CCOCC2)s1)Nc1ccccc1N1CCCC1,-1.6
CCN(C(=O)CN1C(=O)CN(C)C1=O)c1cccc2ccccc12,7.7
CCOC(=O)C1=C(CS(=O)(=O)c2ccccc2)NC(=O)NC1c1ccccc1 (stereo not drawn),-0.9
CN(CCNC(=O)C1(O)c2ccccc2NC(=O)N1c1ccccc1)Cc1ccccc1 (stereo not drawn),-0.2

New compounds follow:
SMILES,TTR transcr act
Cc1ccc(C(=O)C2CCN(S(=O)(=O)c3ccc(C(=O)O)cc3)CC2)cc1,0.0
COc1ccc2sc(-c3ccc(S(C)(=O)=O)cc3)c(-c3ccc4c(c3)OCCO4)c2c1,2.0
COc1ccc(NC(=O)c2oc3ccc(S(=O)(=O)N4CCOCC4)cc3c2C)c(OC)c1,9.0
Cc1onc(-c2ccccc2)c1CNC(=O)Nc1cccc(Cl)c1,-0.5
CC(C)NC(=O)C1(N2C(=O)c3ccccc3C2=O)CCCC1,-1.3
CCOc1ccc(Nc2nc3c(C)cccc3cc2C#N)cc1,-0.2
CC(=O)c1ccc2c(c1)N(Cc1ccccc1Cl)C(=O)C(C)S2 (stereo not drawn),-0.6

Three entries out of the list, arranged by formula weight, largest number first:
SMILES,TTR transcr act
COc1ccc(NC(=O)c2oc3ccc(S(=O)(=O)N4CCOCC4)cc3c2C)c(OC)c1,9.0
Cc1ccc(C(=O)C2CCN(S(=O)(=O)c3ccc(C(=O)O)cc3)CC2)cc1,0.0
Cc1onc(-c2ccccc2)c1CNC(=O)Nc1cccc(Cl)c1,-0.5

Compound activity from PubChem.
